Screens from PubChem.
Abs 340nm: absorbance at 340 nm; 65,000 tested, under 10 active; compound absorbance at 340 nm, fold over control; fold change at 10 µM;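 active = at 10 µM dose, initial 340 nm absorbance at least 2 fold that of control wells; inactive = change under 2 fold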;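 also: initial absorbance extrapolated from kinetic A340 decline of NADH oxidation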
HEK293 NFkB inh: lowers PMA/ionomycin-induced NF-kB signal in HEK293 cells | actives 0.21% (n = 62,000) | HEK-293 NF-kB luciferase reporter, luminescence | inhibition, % at 3 µM;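 active = inhibition above the mean of all tested compounds plus 3 SD, cut at about 40% in these data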;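 also: 0% = stimulated DMSO wells and 100% = 10 µM reference inhibitor 5653914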
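System: NF-kB luciferase reporter HEK-293 cells | Replication: Single test | Control set: DMSO vs reference inhibitor | Evaluation: % inhibition | Schedule: 1 h pretreatment, 16 h stimulation, 37 °C | Probe or stimulus: PMA with ionomycin | Compound dosing: One dose, 3 µM | Detection: Luciferase luminescence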
ROCK2 blocker: ROCK2 (human) kinase inhibition. inhibition, % at 6 µM. actives 0.35% (n = 60,000). purified ROCK2, Kinase-Glo ATP depletion luminescence. O75116;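 active = inhibition above the screen-wide mean inhibition plus 3 SD, cut at about 18% in these data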;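 also: plate controls were DMSO wells for no effect and Y-27632 control wells after no-enzyme background subtraction for full effect; many of its hits are not listed in these tables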
Target sequence (O75116 whole entry, looked up): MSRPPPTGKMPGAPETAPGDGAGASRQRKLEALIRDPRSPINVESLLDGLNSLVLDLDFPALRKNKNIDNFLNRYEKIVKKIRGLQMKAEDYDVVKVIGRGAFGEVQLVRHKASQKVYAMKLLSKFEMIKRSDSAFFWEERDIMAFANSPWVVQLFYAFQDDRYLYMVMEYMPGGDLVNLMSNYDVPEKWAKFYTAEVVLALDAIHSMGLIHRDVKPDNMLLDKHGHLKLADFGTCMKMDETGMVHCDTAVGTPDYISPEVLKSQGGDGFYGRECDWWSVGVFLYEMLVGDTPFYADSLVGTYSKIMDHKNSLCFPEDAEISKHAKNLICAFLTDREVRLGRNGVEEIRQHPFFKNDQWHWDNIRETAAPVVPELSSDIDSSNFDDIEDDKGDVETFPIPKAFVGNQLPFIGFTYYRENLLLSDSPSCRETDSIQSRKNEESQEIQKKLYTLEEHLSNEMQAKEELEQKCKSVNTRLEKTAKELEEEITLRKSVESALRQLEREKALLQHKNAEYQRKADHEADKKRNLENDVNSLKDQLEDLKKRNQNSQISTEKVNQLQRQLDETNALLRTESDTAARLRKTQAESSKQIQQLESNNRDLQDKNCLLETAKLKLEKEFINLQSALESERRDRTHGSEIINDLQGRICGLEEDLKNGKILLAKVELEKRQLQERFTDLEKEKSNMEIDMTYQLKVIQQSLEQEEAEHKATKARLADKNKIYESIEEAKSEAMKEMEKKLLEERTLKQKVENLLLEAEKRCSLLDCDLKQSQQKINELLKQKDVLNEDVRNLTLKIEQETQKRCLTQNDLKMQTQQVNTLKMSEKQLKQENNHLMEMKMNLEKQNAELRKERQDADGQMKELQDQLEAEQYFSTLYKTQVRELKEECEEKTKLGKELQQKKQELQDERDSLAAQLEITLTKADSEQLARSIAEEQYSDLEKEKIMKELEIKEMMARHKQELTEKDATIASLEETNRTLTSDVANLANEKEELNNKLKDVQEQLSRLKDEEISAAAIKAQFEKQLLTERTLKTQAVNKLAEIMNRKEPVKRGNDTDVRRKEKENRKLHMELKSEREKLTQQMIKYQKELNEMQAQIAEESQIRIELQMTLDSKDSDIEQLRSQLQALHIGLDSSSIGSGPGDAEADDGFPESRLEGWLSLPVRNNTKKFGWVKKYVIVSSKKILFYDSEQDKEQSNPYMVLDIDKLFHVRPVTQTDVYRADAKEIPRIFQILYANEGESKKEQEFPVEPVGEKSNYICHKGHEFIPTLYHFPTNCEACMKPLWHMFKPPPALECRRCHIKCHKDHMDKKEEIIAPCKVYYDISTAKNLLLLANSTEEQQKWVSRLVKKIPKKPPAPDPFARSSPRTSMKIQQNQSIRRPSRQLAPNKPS
MMP-13 inhibitor: MMP13 (human) collagenase inhibition. P45452. MMP-13 fTHP FRET cleavage, Mca fluorescence. inhibition, % at 4 µM. actives 0.07% (n = 65,000). AID 570;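 active = inhibition above the mean of compound-free control plate wells plus 3 SD, cut at about 14% in these data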;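 also: 0% = DMSO wells and 100% = wells with reference MMP-13 inhibitor after basal subtraction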
PKA kinase inh: inhibitors of human protein kinase A. AID 524. inhibition, % at 6 µM. PKA Kemptide phosphorylation, Kinase-Glo ATP luminescence. actives 0.1% (n = 65,000). P17612;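 active = inhibition above the screen-wide mean inhibition plus 3 SD, cut at about 21% in these data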; also: many of its hits are not listed in these tables
JNK3 inh: inhibitors of human JNK3 kinase | AID 746 | inhibition, % at 8 µM | actives 0.61% (n = 60,000) | P53779 | purified JNK3 kinase activity, HTS; in the data active = inhibition above about 17%;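 also: 0% = DMSO and 100% = reference inhibitor; many of its hits are not listed in these tables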
Fluor 339 460: intrinsic fluorescence of library compounds, ex339/em460 – biochemical, MLSMR library, data from DPM-DC assay, artefact control, profiling panel; compound autofluorescence, ex339/em460 nm, NADH buffer; hits give high values; 1 = no-compound wells, NADH background; fluorescence fold increase at 10 µM; actives 5.5% (n = 65,000); AID 709;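 active = at 10 µM, mean starting fluorescence two-fold or more over control wells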;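 also: signal is the first read of a kinetic run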
tolC growth inh: growth inhibitors of E. coli BW25113 tolC mutant. growth inhibition, % at 10 µM (by protocol). actives 2.2% (n = 65,000). OD615. AID 573;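 active = growth inhibition at or above a cutoff equal to the mean over every tested compound plus 3 SD, cut at about 60% in these data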;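 also: growth measured after 20 h incubation at 37 °C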
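Material: E. coli BW25113 ΔtolC::kan, tolC deletion mutant strain. Measure: percent growth inhibition. Schedule: 37 °C, 20 h exposure. Doses: single-point testing at 10 µM. Signal: A615 absorbance measurement. Buffer or medium: kanamycin-containing LB broth (50 µg/mL).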
NADH enzymes: blocks coupling enzymes of NAD/NADH assays | coupled PK/LDH NADH assays, four targets | IC50, µM (highest dose often 10 µM), inactives show at the top dose inhibition | actives 0.02% (n = 65,000) | AID 774;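 active = single-dose screening hits from any of four coupled enzyme assays that gave an IC50 when retested across doses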;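 also: the DPM-DC format reads NADH fluorescence rather than 340 nm absorbance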
Starred values were filed as active, the others as inactive; nt = not tested or not shown; [ ] = another dose, or the depositor's remark. A portion of the library; rates above refer to the full screens.

SMILES	Abs 340nm	HEK293 NFkB inh	ROCK2 blocker	MMP-13 inhibitor	PKA kinase inh	JNK3 inh	Fluor 339 460	tolC growth inh	NADH enzymes
CCn1cc(C(=O)NCCCN2CC(C)CC(C)C2)c2cc(OC)c(OC)cc2c1=O (stereo unspecified)	1.1	3	nt	4	5	nt	0.81	-24	10%
CC1=Nn2c(nnc2C2CCCCC2)SC1	1	5	6	7	4	8	1.1	-21	9%
CC(=O)c1c(C)nc(-c2ccc3c(c2)OCO3)n1O	1.1	6	0	6	15	4	0.98	-4	8%
CC(=O)c1c(C)n(-c2ccc(N(C)C)cc2)c2ccc(OCC(N)=O)cc12	1.1	14	nt	2	12	nt	1.2	14	3%
COc1cccc(C2C(C#N)=C(N)Oc3cc(C)n(Cc4ccco4)c(=O)c32)c1 (stereo unspecified)	0.98	9	-4	3	-6	1	1.1	-2	5%
CCn1nnnc1SCC(=O)N1c2ccccc2CCc2ccccc21	0.99	22	1	0	0	1	1	6	3%
Cc1ccccc1OCC(O)Cn1c(=N)n(CCN2CCOCC2)c2ccccc21 (stereo unspecified)	1	17	nt	0	-2	nt	1.1	-3	6%
O=C(Nc1ccccc1)N1CCN2C(=O)c3ccccc3C12c1ccccc1 (stereo unspecified)	1	15	1	-2	-5	5	1.1	16	7%
Cc1[nH]nc2c1/C(=N\O)CC(C)(C)C2	1	9	1	2	-7	1	1	-6	2%
N#CCSc1nc2ccccc2c(=O)n1CCC(=O)NCCc1ccccc1	1	10	nt	1	-1	nt	1.1	2	9%
O=C1N2c3ccccc3CCc3cccc(c32)C1(O)C(F)(F)F (stereo unspecified)	0.96	12	0	4	-5	-6	1	32	3%
COc1ccc(OC)c(CCNC(=O)CC2Oc3ccc(C)cc3NC2=O)c1 (stereo unspecified)	1	6	1	1	5	4	1.1	0	4%
COc1ccc(NC(=O)Nc2c(C)n(C)n(-c3ccccc3)c2=O)cc1	0.99	16	2	0	-6	7	1.1	-10	7%
CCN(CC)C(=O)C1CCCN(C(=O)Nc2ccc3nsnc3c2)C1 (stereo unspecified)	1.1	22	nt	-31	0	nt	1.4	-5	4%
CSc1nnc(Cn2c(=O)sc3ccccc32)n1CCc1ccccc1	0.99	14	-4	-4	-10	-1	1.1	3	8%
COc1ccc2ccccc2c1CN1CCN(C(=O)c2ccccc2)CC1	1	18	4	3	2	0	1.1	24	2%
COC(=O)c1ccccc1NC(=O)c1ccc(-c2ccccc2F)o1	1	-21	4	1	5	1	2.2*	-11	2%[fluoresces]
Cc1cc(C)cc(NC2=NC3(CCCCC3)N=C(N)N2)c1	1	-4	2	-4	8	0	1.1	7	5%
COCc1cc(=O)n2[nH]c(C)nc2n1	1	12	-4	-5	-9	-9	1.1	-9	3%
COc1cc(OC)c(C2=NOC(C(=O)Nc3cc(C)nn3-c3ccccc3)C2)cc1Cl (stereo unspecified)	1.1	8	6	1	2	5	1.2	19	4%
COc1ccc(CCn2c(-c3ccco3)nc3nc4ccccc4nc32)cc1OC	1.1	19	-2	2	3	2	1.1	7	3%
CCOC(=O)N1CCC(NC(=O)c2cc(S(=O)(=O)N3CCc4ccccc43)cn2C)CC1	1	4	11	-3	11	-1	1.1	21	1%
CCOC(=O)c1cn[nH]c1N	1	22	12	1	14	-3	1.1	-13	9%
COC(=O)c1cc2c(C)nn(-c3ccccc3)c2s1	1	2	7	-20	3	-6	1.6	5	6%
COc1ccc(CCNc2nnc(Sc3nnnn3-c3ccccc3)s2)cc1OC	0.98	13	0	-6	7	-1	1	10	6%
COc1cc(S(=O)(=O)N2CCN(C)CC2)ccc1Cl	0.98	17	4	1	8	4	1.1	-11	5%
COC(=O)C1(C(F)(F)F)N=C(N(C)C)OC(N(C)C)=N1	1	3	7	3	8	-7	1.1	-17	5%
COc1ccccc1OCC(=O)Nc1ccc(O)cc1C(=O)O	1.1	13	2	-6	2	3	1.5	-15	2%
Cc1cccc(NCc2ccccc2O)c1C	1	12	-1	2	-3	1	1.1	28	4%
CCCn1c(SCC(=O)NC(C)(C)C)nnc1C(C)C	1	13	-1	6	-3	-2	1.1	-24	3%
COc1ccc(C(C)=O)cc1COC(=O)Cc1n[nH]c(=O)c2ccccc12	0.99	5	6	5	1	6	0.9	3	10%
CCOC(=O)Cc1csc(NC(=O)c2ccc(S(=O)(=O)N3CCCC3)cc2)n1	1	14	9	1	7	-2	1.1	30	8%
Cc1ccc(C(C)C)c(OCC(=O)OCc2c(C)noc2C)c1	0.97	12	2	3	14	0	1.1	4	8%
Cc1ccc2c(c1)c1cccc3c1n2CCN3CCC(N)=O	1.1	-18	6	-183[fluorescence artefact?]	7	-26	2.2*	11	11%[fluoresces]
C=CCc1cc(C(=O)N2CCCCC2)ccc1O	0.98	10	nt	1	8	nt	1	0	2%
C=CCNC(=O)CNS(=O)(=O)c1ccc(F)cc1	0.99	4	8	-6	5	8	1.1	-11	4%
COc1cc(CN2CCC(C(=O)N3CCC(C)CC3)CC2)cc(Br)c1O	1.1	25	-5	3	-7	3	1	-33	12%
CCCCn1c(SCC(=O)NCc2ccco2)nc2ccc(N3CCOCC3)cc2c1=O	1.1	7	nt	-25	5	nt	3.8*	1	12%
Cc1cc(N2C(=O)C(=O)/C(=C(/O)c3ccc(F)cc3)C2c2ccc(Cl)cc2)no1 (stereo unspecified)	1.1	8	6	9	6	2	1.1	11	2%
ON1C(c2ccc(Cl)cc2Cl)N(O)[C@H]2CCCC[C@H]21 (stereo partly specified)	0.91	14	nt	4	9	nt	1	3	9%
CCCC(=O)NCCc1cc2ccc(OC)cc2[nH]c1=O	1.1	-10	-4	-3	-6	-2	1.4	-21	7%
CC(NC(=O)Nc1ncccn1)(C(F)(F)F)C(F)(F)F	1	nt	-5	-6	4	1	1.1	11	3%
COC(=O)c1cc(OC)c(OC)cc1NC(=O)c1ccoc1C	1.1	0	2	2	2	3	3.3*	4	4%[fluoresces]
COc1ccc2[nH]c(=O)c(CN(C(=O)C3CCCO3)c3cccc(C)c3)cc2c1 (stereo unspecified)	1.1	-7	5	-1	-3	4	2.4*	-8	10%
COC(=O)c1cc(/C=C/c2ccccc2)on1	1	16	4	-3	0	3	1.7	-23	6%
COC(=O)c1sc(NC(=O)c2cnccn2)c(C(=O)OC)c1C	1.1	15	5	0	10	3	1.4	2	6%
CCOc1cc(N2CCOCC2)c(OCC)cc1NC(=O)CCS(=O)(=O)c1ccc(Cl)cc1	1	11	1	-2	1	-3	1.1	-6	0%
O=C(CSc1nnc2scc(-c3ccc(Cl)cc3)n12)NCc1ccco1	1	14	11	2	11	11	1.1	-12	4%
O=C(CSc1ccc2c(c1)OCCO2)NC(=O)NC1CCCC1	1	14	nt	0	2	nt	1	5	1%
CCOc1cccc(C(=O)NC2CCCCC2)c1	1	2	6	3	8	2	1.1	7	2%

Additional compounds:
SMILES	Abs 340nm	HEK293 NFkB inh	ROCK2 blocker	MMP-13 inhibitor	PKA kinase inh	JNK3 inh	Fluor 339 460	tolC growth inh	NADH enzymes
CSc1nc(SCC(N)=O)c2c3c(sc2n1)CN(C)CC3	1.1	16	nt	-19	7	nt	1.7	-1	12%
CC1CCC(NC(=O)Cn2cc3c(n2)CCCC3)CC1 (stereo unspecified)	1	-1	-4	3	0	-3	1	-3	5%
CCCC1C2CN(C(C)=O)CC=C2C(C#N)=C(N)C1(C#N)C#N (stereo unspecified)	1	28	-2	-10	-1	-3	1.6	-5	2%
Cc1cc(C)nc(N2C(=O)CC(C(=O)O)NC2=NCCc2c[nH]c3ccccc23)n1 (stereo unspecified)	1	6	4	2	12	3	1.1	-7	4%
COc1ccc(S(=O)(=O)N2CCN(C(=O)c3cccs3)CC2)cc1	1.1	10	-3	0	-4	-11	1.1	3	1%
Cc1ccc(-c2nc3ccccc3[nH]2)cc1NC(=O)c1ccco1	0.99	4	-4	0	-12	-1	1.1	10	7%
CCOC(=O)C1=C(CS(=O)(=O)c2ccccc2)NC(=O)NC1c1ccccc1 (stereo unspecified)	1	8	2	-1	3	3	1.3	-2	12%
c1ccc2c(c1)CNC1(CCCCC1)C2	1	2	6	0	12	-1	1	-8	2%
COc1cc(C(=O)Nc2ccc(NC(=O)C3CC3)nc2)cc(OC)c1OC	1	10	7	7	10	4	1	6	1%
COC(=O)NCc1cc2cc(Cl)ccc2[nH]1	1	8	1	4	3	2	1.1	12	6%

Some values from the results shown:
tolC growth inh with CCOC(=O)C1=C(CS(=O)(=O)c2ccccc2)NC(=O)NC1c1ccccc1 (stereo unspecified) → -2
ROCK2 blocker with COc1cc(C(=O)Nc2ccc(NC(=O)C3CC3)nc2)cc(OC)c1OC → 7
MMP-13 inhibitor with COc1ccc(S(=O)(=O)N2CCN(C(=O)c3cccs3)CC2)cc1 → 0
JNK3 inh with Cc1ccc(-c2nc3ccccc3[nH]2)cc1NC(=O)c1ccco1 → -1

(list continues)
SMILES	Abs 340nm	HEK293 NFkB inh	ROCK2 blocker	MMP-13 inhibitor	PKA kinase inh	JNK3 inh	Fluor 339 460	tolC growth inh	NADH enzymes
NC(=O)c1ccccc1NC(=O)CN1CCOCC1	0.97	21	-1	-1	-3	-1	1	-18	4%
COc1cc(-c2n[nH]c(=O)o2)cc(OC)c1OC	1	11	8	-14	12	-6	1	-9	3%
Cc1ccccc1OC(C)c1nc(-c2ccccc2)no1 (stereo unspecified)	1.1	4	1	-1	0	4	1.1	22	5%
COc1cccc(C(=O)NC(C)C(c2cccs2)N2CCN(C)CC2)c1 (stereo unspecified)	1	1	9	6	4	-1	1.1	-8	5%
COCC(C)n1c(C)cc(C(=O)COC(=O)c2c(NC(C)=O)sc(C)c2C)c1C (stereo unspecified)	1	25	-3	-1	-1	1	1.2	-6	1%
CCCCOc1nc(N)nc(-c2ccccc2)n1	1	5	6	3	10	1	1.1	7	7%
CCOc1cc(-c2c(C)c(C)nc(N)c2C#N)ccc1O	1.1	6	1	3	-2	-4	1.1	2	2%
Cn1c(SC/C=C/c2ccccc2)nnc1-c1cnccn1	1	5	5	1	5	0	1	3	1%
CC(C)Oc1cccc(-c2cc(C(=O)N3CCN(S(C)(=O)=O)CC3)c3ccccc3n2)c1	1	1	-6	-3	8	8	1.1	24	3%
COc1ccc(Cn2nnnc2C(c2cccs2)N2CCSCC2)cc1 (stereo unspecified)	1	14	3	4	12	5	1.1	42	4%

Retrieved by compound from the entries so far:
SMILES	Abs 340nm	HEK293 NFkB inh	ROCK2 blocker	MMP-13 inhibitor	PKA kinase inh	JNK3 inh	Fluor 339 460	tolC growth inh	NADH enzymes
CCn1nnnc1SCC(=O)N1c2ccccc2CCc2ccccc21	0.99	22	1	0	0	1	1	6	3%
COC(=O)NCc1cc2cc(Cl)ccc2[nH]1	1	8	1	4	3	2	1.1	12	6%

The list continues:
SMILES	Abs 340nm	HEK293 NFkB inh	ROCK2 blocker	MMP-13 inhibitor	PKA kinase inh	JNK3 inh	Fluor 339 460	tolC growth inh	NADH enzymes
Cc1nc2ncnn2c(C)c1CCC(=O)N1CCN(C(=O)c2ccco2)CC1	0.96	12	7	-1	12	2	1	-14	4%
CC1(O)N(Cc2ccccc2)C(=O)OC12CCCCC2 (stereo unspecified)	1	12	3	1	-4	2	1.1	-2	3%
COc1ccc(CC(=O)NCc2ccccn2)cc1OC	0.96	4	12	4	8	6	1.1	-11	8%
O=C(NCCN1CCOCC1)C1CCN(Cc2ccccc2O)CC1	1.1	4	0	5	-4	1	1.1	-17	3%
CN1CCN(c2ccc(Cl)cc2NS(=O)(=O)c2ccccc2Cl)CC1	1	7	2	-1	0	7	0.95	-21	10%
